Bioassay records from PubChem.
NCI-60 one-dose screen, 48 h, at 10 µM unless noted. Numbers give growth in % (100 = growth as untreated, 0 = no growth, -100 = all killed).
ACHN – ACHN renal cancer; actives 4.9% (n = 81,000)
CAKI-1 – CAKI-1 renal cancer | actives 4.7% (n = 75,000) | AID 1794772
UO-31 – UO-31 renal cancer; AID 1794768; actives 5.2% (n = 81,000)
NCI-H322M – NCI-H322M lung cancer | actives 2.7% (n = 80,000) | AID 1794733
TK-10 – TK-10 renal cancer cells | actives 3.9% (n = 81,000) | AID 1794769
RXF 393 – RXF 393 renal cancer cells. actives 6.9% (n = 77,000)
786-0 – 786-0 renal cancer cells. actives 5.1% (n = 81,000). AID 1794775
NCI-H460 – NCI-H460 lung cancer; actives 6.8% (n = 82,000)
NCI-H522 – NCI-H522 lung cancer; actives 8% (n = 78,000); AID 1794739
Active calls of the source: *; / = not tested or not shown; & = joins results of further samples; [ ] = dose if it differs, or a comment. How the source made its calls: active means growth percent below 10; inactive means the rest.

A first look, 18 compounds:
item	SMILES	ACHN	CAKI-1	UO-31	NCI-H322M	TK-10	RXF 393	786-0	NCI-H460	NCI-H522
1	O=[N+]([O-])c1ccc(-c2cn3nc(-c4c[nH]c5ccc(Br)cc45)sc3n2)cc1	97	81	70	80	94	113	101	97	79
2	COc1ccccc1C(N)=O	106	95	89	107	110	106	105	104	102
3	CC(=O)O[C@H]1CC[C@]2(C)[C@H]3CC[C@@H]4[C@H]5[C@H](C(C)C)CC[C@]5(C(=O)OCC(CO)(CO)N=C(N)N)CC[C@@]4(C)[C@]3(C)CC[C@H]2C1(C)C	83	81	55	70	88	41	74	-32*	-70*
4	C=C1CCC2C3(C)COC(c4ccccc4)OC3CCC2(C)C1C/C=C1/C(=O)OCC1OC(C)=O (stereo not drawn)	92	106	82	97	57	41	95	103	/
5	CN1C(=O)/C(=C/c2cn(-c3ccccc3)nc2-c2ccccc2)SC1=S	100	89	92	107	112	110	107	101	90
6	O=C(Cc1nc2ccc(Cl)cc2nc1CC(=O)c1ccccc1)c1ccccc1	59	74	/	89	141	100	79	88	55
7	CC/C(=C(\CC)c1ccc(OCC[N+](C)(C)C)cc1)c1ccc(OC)cc1	98	104	98	99	/	29	91	40	33
8	O=C(Nc1ccc(F)c(Cl)c1)Nc1ccc2oc(=O)ccc2c1	83	80	70	82	132	110	102	79	71
9	C=C1C(=O)O[C@H]2[C@H]1CC/C(C(=O)NCCOCCOCC(=O)Nc1ccc(OC)c(C(N)=O)c1O)=C\CC[C@@]1(C)O[C@@H]21	/	/	87	94	76	60	94	106	26
10	CCOC(C)(c1ccc(Cl)cc1)C1CCNCC1 (stereo not drawn)	98	100	81	105	96	109	92	70	107
11	O=C(O)CCCc1cn(Cc2cn(CC(=O)Nc3ccc(Br)cn3)nn2)c2ccccc12	93	86	66	95	107	106	105	104	96
12	CCCCOc1ncnc2c1CC(C)c1ccccc1N2C (stereo not drawn)	96	75	73	103	98	112	97	100	77
13	COc1ccc(-c2nc3sc(C)nn3c2-c2nc3cc(C)c(C)cc3[nH]2)cc1	90	90	86	99	118	99	98	100	/
14	c1ccc2c(OCCCN3CCOCC3)c3oc4ccccc4c3nc2c1	26	34	34	56	/	41	51	34	49
15	O=c1c2ccccc2nc(-c2ccccc2)n1/N=C/c1ccc2c(c1)OCO2	32	61	104	90	71	51	33	69	58
16	Cc1[nH]c(/C=C/C(=O)c2ccc(C(F)(F)F)c(F)c2)c(C)c1C(=O)NCC(F)(F)F	93&97	78&83	63&72	88&101	104&90	70&84	89&92	95&100	84&76
17	CC(/C=C\c1ccccc1)c1ccccc1 (stereo not drawn)	112	112	87	102	96	115	106	112	90
18	CC(=O)OC1CC(C)CCC1C(C)C (stereo not drawn)	100	99	80	105	112	100	99	102	93

Main list, from the start:
item	SMILES	ACHN	CAKI-1	UO-31	NCI-H322M	TK-10	RXF 393	786-0	NCI-H460	NCI-H522
1	O=[N+]([O-])c1ccc(-c2cn3nc(-c4c[nH]c5ccc(Br)cc45)sc3n2)cc1	97	81	70	80	94	113	101	97	79
2	COc1ccccc1C(N)=O	106	95	89	107	110	106	105	104	102
3	CC(=O)O[C@H]1CC[C@]2(C)[C@H]3CC[C@@H]4[C@H]5[C@H](C(C)C)CC[C@]5(C(=O)OCC(CO)(CO)N=C(N)N)CC[C@@]4(C)[C@]3(C)CC[C@H]2C1(C)C	83	81	55	70	88	41	74	-32*	-70*
4	C=C1CCC2C3(C)COC(c4ccccc4)OC3CCC2(C)C1C/C=C1/C(=O)OCC1OC(C)=O (stereo not drawn)	92	106	82	97	57	41	95	103	/
5	CN1C(=O)/C(=C/c2cn(-c3ccccc3)nc2-c2ccccc2)SC1=S	100	89	92	107	112	110	107	101	90
6	O=C(Cc1nc2ccc(Cl)cc2nc1CC(=O)c1ccccc1)c1ccccc1	59	74	/	89	141	100	79	88	55
7	CC/C(=C(\CC)c1ccc(OCC[N+](C)(C)C)cc1)c1ccc(OC)cc1	98	104	98	99	/	29	91	40	33
8	O=C(Nc1ccc(F)c(Cl)c1)Nc1ccc2oc(=O)ccc2c1	83	80	70	82	132	110	102	79	71
9	C=C1C(=O)O[C@H]2[C@H]1CC/C(C(=O)NCCOCCOCC(=O)Nc1ccc(OC)c(C(N)=O)c1O)=C\CC[C@@]1(C)O[C@@H]21	/	/	87	94	76	60	94	106	26
10	CCOC(C)(c1ccc(Cl)cc1)C1CCNCC1 (stereo not drawn)	98	100	81	105	96	109	92	70	107
11	O=C(O)CCCc1cn(Cc2cn(CC(=O)Nc3ccc(Br)cn3)nn2)c2ccccc12	93	86	66	95	107	106	105	104	96
12	CCCCOc1ncnc2c1CC(C)c1ccccc1N2C (stereo not drawn)	96	75	73	103	98	112	97	100	77
13	COc1ccc(-c2nc3sc(C)nn3c2-c2nc3cc(C)c(C)cc3[nH]2)cc1	90	90	86	99	118	99	98	100	/
14	c1ccc2c(OCCCN3CCOCC3)c3oc4ccccc4c3nc2c1	26	34	34	56	/	41	51	34	49
15	O=c1c2ccccc2nc(-c2ccccc2)n1/N=C/c1ccc2c(c1)OCO2	32	61	104	90	71	51	33	69	58
16	Cc1[nH]c(/C=C/C(=O)c2ccc(C(F)(F)F)c(F)c2)c(C)c1C(=O)NCC(F)(F)F	93&97	78&83	63&72	88&101	104&90	70&84	89&92	95&100	84&76
17	CC(/C=C\c1ccccc1)c1ccccc1 (stereo not drawn)	112	112	87	102	96	115	106	112	90
18	CC(=O)OC1CC(C)CCC1C(C)C (stereo not drawn)	100	99	80	105	112	100	99	102	93
19	CCCCNC(=O)Oc1ccc(/C(=C(/C)Cc2ccc(OC)cc2)c2ccc(OCCN(CC)CC)cc2)cc1	91	90	58	85	80	82	69	53	85
20	CS(=O)(=O)c1ncc(Br)c(Cl)n1	114	/	92	107	97	109	103	114	93
21	O=C(CC1(O)C(=O)Nc2ccc(Br)cc21)c1ccc(Cl)cc1 (stereo not drawn)	113	99	76	105	123	96	114	106	81
22	COC(=O)c1cc(/C=C/c2ccccc2)[nH]c(=O)c1C#N	97	86	/	103	104	106	97	103	95
23	Cc1ccc(NCc2ccc(Oc3ncnc4ccccc34)cc2)cc1	/	/	70	90	83	118	91	98	57
24	O=C1Nc2ccc(Br)cc2C1=N/C=c1\[nH]c(=O)/c(=C/c2ccc(Cl)cc2)s1	91	101	85	93	101	95	91	101	89
25	CN[C@]1(c2ccccc2Cl)CCCC[C@H]1NCCc1ccc(OC)c(OC)c1	106	95	85	114	102	108	101	121	93
26	C=CCNC(=S)NNc1ccc([N+](=O)[O-])cn1	104	/	84	90	104	104	105	/	80
27	CCCCCCCC(=O)SCC/C=C/[C@@H]1CC(=O)NCc2cccc(n2)CN(Cc2ccc3ccccc3c2)CC(=O)N[C@@H](C(C)C)C(=O)O1	35	36	36	40	22	20	72	28	66
28	O=c1[nH]c(=O)n(C2OC(CO)C(O)C2O)cc1I (stereo not drawn)	117&111	98&96	87&78	102&100	125&102	123&114	108&105	125&116	112&80
29	O=C(Nc1cccc(Br)c1)Oc1ccc(Cl)c2cccnc12	10[100 µM]	47[100 µM]	14[100 µM]	82[100 µM]	170[100 µM]	52[100 µM]	89[100 µM]	12[100 µM]	-57*[100 µM]
30	CCOC(=O)c1ccccc1OCc1ccccc1	102	103	84	100	94	104	102	101	86
31	CCNC(=O)C#Cc1ccc2c(C(=Nc3ccc(CN(C)C)cc3)c3ccccc3)c(O)[nH]c2c1	36	33	8.2*	14	26	-34*	24	17	49
32	Cc1ccc2c(c1)Nc1ccc(C)cc1C2(C)C	112	/	91	114	102	101	85	109	68
33	COc1ccc(-c2nn(-c3ccccc3)cc2/C=C2\SC(N3CCN(c4ccccc4)CC3)=NC2=O)cc1	102	65	99	106	101	113	/	102	83
34	Cc1ccc(-n2c(-c3ccccc3)c(-c3ccccc3)c3c(SCC(=O)n4nc(C)cc4C)ncnc32)cc1	91	64	69	94	125	106	92	96	78
35	COc1ccc2nc(Cl)c(Cn3nnnc3Cc3ccccc3)cc2c1	73	65	42	/	85	81	82	82	65
36	CCOC(=O)c1cn2c(c1C(=O)OCC)C(O)(c1ccc(Br)cc1)N(C)c1ccccc1-2 (stereo not drawn)	101	88	83	104	104	107	102	93	96
37	CC(C)NC(=S)Nc1c(N)[nH]c(=O)[nH]c1=O	104	99	95	110	117	/	109	103	98
38	CC1(C)CC(=O)C2=C(C1)N(c1ccc(F)cc1F)C(N)=C(C#N)C2c1ccccc1Br (stereo not drawn)	88	84	68	100	82	91	92	52	82
39	Cc1ccc(C(=O)N/N=C/c2ccccc2)cn1	102	82	95	101	116	128	103	98	84
40	O/N=C/c1cc[n+](CCC[n+]2ccc(/C=N/O)cc2)cc1	111	106	94	105	106	99	108	107	99
41	O=C1CCC(=O)N1Br	92	90	85	77	89	/	111	118	109
42	COc1ccc(C2=NOC(C(=O)N3CCCC3)C2)cc1OC1CCCC1 (stereo not drawn)	100	98	82	104	95	97	97	104	91
43	Cc1ccc(/C=C2/C(=O)N(C)c3ccc(S(=O)(=O)Nc4ccc(C(C)(C)C)cc4)cc32)s1	56	45	73	/	91	42	67	98	75
44	CCCCOc1ccc(NC(=O)n2ncc3cc(N=NN(C)C)ccc32)cc1	73	75	51	73	72	121	81	87	51
45	O=c1[nH]cc(I)cc1I	111	116	93	118	141	103	112	112	86
46	CN(C(=O)CCCCC(=O)N(C)c1ccccc1)c1ccccc1	100	94	68	101	90	111	107	108	87
47	CC1(C)CCC(C)(C)NC(=S)N1	104	100	88	109	98	112	105	115	95
48	Cc1cc(C)cc(NS(=O)(=O)CCCS(=O)(=O)Nc2cc(C)cc(C)c2)c1	94	70	53	81	83	95	90	84	76
49	COc1cc2oc(-c3cccc(NC(=O)c4cc(NC(=O)[C@H](C)N)ccc4C)c3)cc(=O)c2c(OC)c1OC	93	92	85	103	110	91	84	105	97
50	CC(=O)Nc1ccc(S(=O)(=O)Nc2ccc(NS(=O)(=O)c3ccc(NC(C)=O)cc3)cc2)cc1	104	103	92	95	99	116	104	113	85
51	O=C(NC(c1ccccc1)c1ccc2cccnc2c1O)c1ccccc1 (stereo not drawn)	95	93	87	110	105	85	106	98	100
52	CCOC(=O)c1c(C)c[nH]c1C	113	106	95	103	109	126	110	114	91
53	CN(C)N=Nc1cc(C#N)cc(C#N)c1	97	95	108	106	98	/	102	/	96
54	COCCNc1ccc2ncc(C#Cc3cncc(C(=O)Nc4ccc(CN5CCN(C)CC5)c(C(F)(F)F)c4)c3)n2n1	1.6*	-40*	-40*	-23*	-43*	-84*	-64*	-83*	-76*
55	N#Cc1cc(NC(=O)Nc2nnc(-c3ccncc3)s2)ccc1-c1cn[nH]c1	105	95	93	107	102	/	100	98	/
56	COc1ccc(-c2nc(SCCC(C)C)nc(N/N=C\c3cc(OC)c(OC)c(OC)c3)c2C#N)cc1	84	78	53	86	106	81	84	73	69
57	COc1ccc2[nH]c(O)c(N=NC(=O)COc3ccc(NC(=O)Nc4ccccc4)cc3)c2c1	94	83	94	37	113	39	8.0*	49	21
58	Cc1n[nH]c(C)c1-c1c(C)n[nH]c1C	-48*	-36*	-0.5*	29	13	-48*	6.2*	-35*	-8.3*
59	CC1=C(C#N)c2nc3ccccc3c(=O)n2[C@]1(C)O	92	84	61	96	130	/	106	113	90
60	COc1cc(/C=C\c2cccc[n+]2C)ccc1O	108	102	62	96	84	122	110	110	98

(list continues)
item	SMILES	ACHN	CAKI-1	UO-31	NCI-H322M	TK-10	RXF 393	786-0	NCI-H460	NCI-H522
61	C#CC(=O)Nc1cccc(Nc2nc3c(c(NCc4ccccc4)n2)CCCC3)c1	-93*	-85*	-92*	-57*	-97*	-99*	-90*	-58*	-61*
62	O=C1CCC(N2C(=O)c3cccc(NCCCC4CCN(CCNC(=O)c5cc6c(o5)C(=O)c5ccccc5C6=O)CC4)c3C2=O)C(=O)N1 (stereo not drawn)	-92*	-26*	-73*	-99*	-71*	-53*	-26*	-71*	-52*
63	Cc1nn(-c2ccc(-c3ccc(OC(F)(F)F)cc3)cc2)c2ncnc(N)c12	115	/	97	100	103	105	88	102	74
64	Cc1[nH]c2ncnc(Oc3ccc(NC(=O)Nc4ccc(Cl)c(C(F)(F)F)c4)cc3)c2c1C	40	/	70	70	81	74	84	36	25
65	CCCCCc1ccc(S(=O)(=O)Nc2cccc(-c3csc(NC(=O)CCCCCN4CCN(C)CC4)n3)c2)cc1	86	79	76	84	107	/	44	-30*	64
66	CCOC(=O)c1nc(-c2ccccc2)oc1N(C)CC(O)C(O)C(O)C(O)CO (stereo not drawn)	96	102	90	97	82	98	102	95	90
67	CSC1=Nc2ccccc2N=C(N2CCCC2)C1	101	111	92	99	92	111	100	110	88
68	O=S(=O)(O)c1ccc(O)c(S(=O)(=O)O)c1	105	88	86	108	103	104	99	109	101

Rows were taken by chance (roughly 11% active in at least one column).
